IL1B cytotox: cytotoxicity in IL-1B stimulated HUVEC, primary screen, cytotoxicity control for IL-1B NFkB translocation project, imaging, Hoechst nuclear count, IL-1B stimulus; HUVEC cell count loss; 94,000 compounds, 0.41% hits; cell count reduction, % at 2 µM;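 active = cell count reduction more than 3 SD above the screen-wide mean, cut at about 70% in these data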;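 also: normalized per plate to untreated control cells as the no-loss baseline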
TNFa cytotox: cytotoxicity in TNFa-stimulated HUVEC, primary screen, cytotoxicity control for VCAM1 expression modulator project, imaging, Hoechst nuclei count. HUVEC TNFalpha-stimulated, Hoechst cell count. cell count reduction, % at 2 µM. 93,000 compounds, 0.17% hits;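 active = cell count reduction exceeding the screen mean by over 5 SD, scaled to untreated wells per plate, cut at about 78% in these data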;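 also: cells counted after 24 h of TNF alpha exposure following the 1 h pretreatment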
cytoskel mod: modifiers of F-actin cytoskeleton organization, primary screen, imaging, HUVEC, phalloidin staining, high-content imaging. HUVEC TNFa F-actin phalloidin imaging. 91,000 compounds, 0.18% hits. inhibition, % at 2 µM;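 active = inhibition above the batch mean plus 3 SD and confirmed as a hit by visual image inspection, cut at about 30% in these data, passing the limit was not always enough; inconclusive = above the inhibition threshold but rejected on visual inspection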; also: strong numbers were not always called active
Lung fibro prol: antiproliferative effect on LL 47 fibroblasts – human, LL 47 cells, CellTiter-Glo luminescence, primary screen; 85,000 compounds, 1.1% hits; viability, % at 10 µM; LL 47 human lung fibroblast viability, ATP luminescence; stronger effect = lower value; AID 719, 2007;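 active = viability at or below 50% in the single dose screen; inactive = viability above 50%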;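 also: compound exposure lasted 72 h before the ATP readout; 100% = median luminescence of untreated cell-only wells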
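Material: human lung fibroblast line LL 47, low passage; Evaluation: viability percentage against median untreated-cell control; Buffer or medium: 15% FBS in IMEM; Incubation: 72 h compound exposure at 37 °C after overnight plating; Dosing: 0.1% DMSO in all compound wells; Measured by: CellTiter-Glo luminescence.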
PTK2B oligo ant: antagonists of Pyk2 self-association, primary screen, Q293 cells, FERM NanoBiT luminescence, HTS. z-score (the deposit names both 25 µM and 10 µM). 99,000 compounds, 0.83% hits. stronger effect = lower value. AID 1347419, 2020;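 active = Z-score of -3 or lower, scaled per plate to the spread of control and sample wells; inactive = z-score above -3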;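 also: negative z-score means lost luminescence so less FERM oligomerization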
Target sequence (Q14289 whole entry, looked up): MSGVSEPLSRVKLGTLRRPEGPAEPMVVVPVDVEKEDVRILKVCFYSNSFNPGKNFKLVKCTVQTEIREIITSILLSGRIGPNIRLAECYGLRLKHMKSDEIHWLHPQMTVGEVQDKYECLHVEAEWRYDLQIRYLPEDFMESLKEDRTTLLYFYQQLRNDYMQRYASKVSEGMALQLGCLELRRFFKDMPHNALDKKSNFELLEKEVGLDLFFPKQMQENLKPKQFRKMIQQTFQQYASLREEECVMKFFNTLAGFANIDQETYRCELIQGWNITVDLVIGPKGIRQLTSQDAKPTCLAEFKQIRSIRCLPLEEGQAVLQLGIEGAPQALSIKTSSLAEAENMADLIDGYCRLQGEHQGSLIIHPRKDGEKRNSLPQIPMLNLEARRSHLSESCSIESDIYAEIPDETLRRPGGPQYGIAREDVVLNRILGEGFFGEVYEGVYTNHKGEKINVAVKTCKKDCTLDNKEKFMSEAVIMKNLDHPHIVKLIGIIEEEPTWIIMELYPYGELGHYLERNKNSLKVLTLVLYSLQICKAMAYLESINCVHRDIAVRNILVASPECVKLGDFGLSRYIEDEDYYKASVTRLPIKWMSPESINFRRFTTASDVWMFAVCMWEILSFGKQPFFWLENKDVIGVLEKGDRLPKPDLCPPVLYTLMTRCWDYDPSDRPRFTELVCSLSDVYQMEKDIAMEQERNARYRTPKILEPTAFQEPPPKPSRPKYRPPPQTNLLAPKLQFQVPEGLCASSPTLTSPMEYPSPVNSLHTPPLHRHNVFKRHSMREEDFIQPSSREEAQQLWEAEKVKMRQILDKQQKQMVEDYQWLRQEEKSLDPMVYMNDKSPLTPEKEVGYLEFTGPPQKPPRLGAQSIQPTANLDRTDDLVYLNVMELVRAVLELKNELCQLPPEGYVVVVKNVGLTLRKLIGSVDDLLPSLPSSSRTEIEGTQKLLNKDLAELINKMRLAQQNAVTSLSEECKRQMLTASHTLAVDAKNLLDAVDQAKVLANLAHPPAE
H69AR inhibit: proliferation blockers of H69AR lung cancer cells, primary screen, cell-based, human, 86K library | H69AR lung tumor viability, ATP luminescence, 72 h; stronger effect = lower value | viability, % at 10 µM | 85,000 compounds, 6% hits | AID 598, 2007;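 active = viability at or below 40%; inactive = viability above 40%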;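 also: multidrug resistant small cell line overexpressing MRP-1 efflux transporter; 100% = mean luminescence of untreated control wells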
Smad3 FoxH1 inh: Smad3/FoxH1 peptide binding inhibitors, primary screen, biochemical, TR-FRET. 88,000 compounds, 0.29% hits. inhibition, % at 25 µM. AID 630, 2007. TR-FRET Smad3/Dy647-FoxH1 peptide binding, europium anti-His;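 active = compounds that reduce the energy-transfer binding signal between the protein and its labelled peptide by more than half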;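 also: 0% = Smad3 plus labelled peptide maximal FRET and 100% = peptide-only background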
VCAM1 TNFa inh: inhibitors of TNFa-induced VCAM1 expression, primary screen, imaging, HUVEC, TNFa stimulus, immunofluorescence; HUVEC TNFa-induced VCAM-1 immunofluorescence, high-content imaging; inhibition, % at 2 µM; 95,000 compounds, 0.48% hits; AID 802, 2007;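 active = inhibition above the batch mean plus 3 SD, with images confirmed as a hit by eye, cut at about 37% in these data; inconclusive = inhibition above that limit but hit not confirmed in images; inactive = inhibition not above that limit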;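 also: 0% = TNF-stimulated DMSO wells and 100% = unstimulated control wells; not every result past the cut was called active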
HUVEC prolif 384: inhibitors of HUVEC proliferation, primary screen, cell-based, 384-well; CellTiter-Glo luminescence, 72 h; stronger effect = lower value; viability, % at 10 µM (by protocol); 86,000 compounds, 1.1% hits; AID 648, 2007;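 active = viability at or below 30%; inactive = viability above 30%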;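 also: 100% = median luminescence of DMSO-only cell control wells on each plate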
* = called active by the depositor; ? = inconclusive; / = not tested or not shown; [ ] = dose if it differs, or a comment. These rows are one share of the data; rates above refer to the full screens.

Molecule	HUVEC prolif 384	Smad3 FoxH1 inh	IL1B cytotox	PTK2B oligo ant	cytoskel mod	VCAM1 TNFa inh	H69AR inhibit	TNFa cytotox	Lung fibro prol
COc1cc(C(=O)Nc2nc3ccccc3[nH]2)cc(OC)c1OC	96	-5	-10	-0.74	-2	-4	46	-8	108
O=C(C1CCN(S(=O)(=O)c2cccs2)CC1)N1CCc2ccccc2C1	105	5	15	0.59	4	-10	77	12	98
COc1ccccc1N1CCN(C(=O)c2cccc(N3C(=O)NC4CC3(C)Oc3ccccc34)c2)CC1 (stereo not drawn)	86	-13	-19	-0.78	-3	17	61	/	92
COC(=O)c1[nH]c2cccc(OC)c2c1NC(=O)CCN1CC(C)CC(C)C1 (stereo not drawn)	105	1	0	0.52	35	4	78	-47	97
O=S(=O)(Nc1nc2ccccc2nc1NCC1CCCO1)c1cccs1 (stereo not drawn)	93	7	-117	0.57	23	17	86	-29	98
CN(C)C(=O)c1ccc2c(c1)n(C)c(=O)n2C	99	10	-12	-1.1	4	-3	96	-6	96
CCOC(=O)N1CCN(C(=O)c2ccc(N3C(=O)CCC3=O)cc2)CC1	91	7[fluorescence artefact?]	-76	0.42	-15	32	89	0	92
CCN(Cc1ccccc1)C(c1cccc(C#N)c1)c1nnnn1C(C)(C)C (stereo not drawn)	103	1	4	-1.6	-19	-40	74	-31	85
CCOc1ccc2nc(NC(=O)CSc3nc4c(c(=O)n(C)c(=O)n4C)n3CC)sc2c1	95	-3	/	/	/	/	15*	/	97
Cc1nnc(N)nc1C	/	/	-6	0.26	4	8	/	-8	/
COc1ccc(-c2csc(N3CCOCC3)n2)cc1OC	98	-3	-31	0.41	-7	6	83	-9	107
Cc1ccc(OCCn2ccc(=O)[nH]c2=O)cc1C	89	0	11	2.1	-4	-2	108	-24	105
CCN(CC)CCN1C(=O)C(O)=C(C(=O)c2cc3ccccc3o2)C1c1cccnc1 (stereo not drawn)	105	23[fluorescence artefact?]	-13	0.49	-19	9	91	-49	102
Cc1nnc(N(Cc2ccco2)C(=O)c2ccc(C#N)cc2)s1	91	-6	-2	0.58	-2	-1	96	-7	101
Cc1ccc(C(=O)Nc2nc(COc3ccccc3)cs2)s1	87	-3	-30	-0.6	5	9	88	-7	97
N#Cc1ccc(-c2csc(NNC(=O)c3ccc(Br)cc3)n2)cc1	/	/	10	-0.56	23	-7	/	6	/
c1c2c(cc3sc(N4CCCCC4)nc13)OCCO2	101	10	/	1.7	/	/	79	/	/
COC(=O)CSc1nc2cc(OC)ccc2cc1C#N	72	14	1	1.2	3	-20	75	-32	89
Cn1c(=O)c(=O)n(C)c2cc(S(=O)(=O)N3CCN(c4cccc(C(F)(F)F)c4)CC3)ccc21	68	-12	-30	0.58	-4	19	84	2	95
CCOC(=O)c1cnn(-c2nc(-c3ccc(C)cc3)cs2)c1C(F)(F)F	/	/	10	-0.36	-68	96*	/	77	/
Cc1ccc(C(=O)NC2CCSC2=O)cc1 (stereo not drawn)	101	54*[fluorescence artefact?]	-32	0.43	12	13	104	-14	102
COCCNC(=O)c1cc(-c2ccc3c(c2)OCO3)on1	78	7	-19	1.2	-11	-10	87	-7	95
CCCCN(CC)C(=O)c1ccc(Cl)c(Cl)c1	99	0	-10	0.79	-19	1	87	24	90
O=C(Nc1nccs1)c1cc2c(s1)CCCCC2	66	5	0	-0.96	2	-32	45	-25	82
COc1cc(C2CC(=O)N(CC(=O)NCc3ccco3)c3ccccc3S2)cc(OC)c1OC (stereo not drawn)	94	-18	31	0.06	-22	1	65	-7	91
CC1CCc2nc(NC(=O)CN3CCN(Cc4ccc5c(c4)OCO5)CC3)sc2C1 (stereo not drawn)	94	-2	12	0.76	-12	28	68	-6	99
Cc1ccc(-c2c3c(=O)n(C)c(=O)n(C)c3cn2-n2cnnc2)cc1	92	-1	-14	0.4	14	-3	80	-22	/
O=S1(=O)CCN2C=Nc3sc4c(c3C2=N1)CCCC4	100	-4	0	-0.44	-10	10	100	-25	95
COC(=O)c1ccccc1NC(=O)c1ccc(-c2cccc(Cl)c2)o1	52	10	25	1.5	?	/	12*	/	86
CCOC(=O)C1CCN(C(C(=O)NC2CCCC2)c2ccc(C)cc2)CC1 (stereo not drawn)	98	-10	-12	/	-10	-2	92	16	94
CCN1CCN(CC(O)COc2ccc(C)c(C)c2)CC1 (stereo not drawn)	104	3[fluorescence artefact?]	/	0.26	/	/	100	/	92
CN(C)/C=C(/C(=O)c1ccc(Cl)cc1)S(=O)(=O)c1ccc(Cl)cc1	/	/	6	0.76	19	14	/	-2	/
CCc1cc2c(Sc3nc4ccccc4s3)ncnc2s1	/	/	-13	0.02	15	-17	/	-1	/
COc1ccc(OC)c(CCNC(=O)Cn2sc3nc(C)cc(C)c3c2=O)c1	77	5	1	/	-1	6	0.0*	-15	31*
CCCCn1c(SCC(=O)Nc2nc(C)cs2)nnc1-c1cccnc1	84	13	-10	-0.29	20	-6	66	32	95
O=C(Nc1nnc(-c2ccccc2)o1)c1ccc(Cl)cc1	32	17[fluorescence artefact?]	-10	1.3	5	0	47	-20	83
Cc1oc(C)c(C(=O)Nc2ccc(CC(=O)O)cc2)c1C(=O)Nc1ccc(CC(=O)O)cc1	98	-2	-3	0.11	-10	-11	104	4	100
CC(Sc1nnc(-c2cc3ccccc3o2)n1-c1ccccc1)C(=O)O (stereo not drawn)	78	13	-22	0.58	7	27	93	-31	91
Cc1ccc(C(=O)C(OC(=O)COc2ccccc2C)c2ccccc2)cc1 (stereo not drawn)	/	/	-22	-1.1	-1	-2	/	-20	/
CC(C)(C)C(=O)NC(=C(Cl)Cl)P(=O)(O)O	/	/	-1	-0.23	11	5	/	-16	/
Cc1ccc(-c2nnc(-c3ccc(NC(=O)c4ccco4)cc3)o2)cc1	74	12	-10	0.71	17	8	37*	-30	61
Clc1ccc(-n2ncc3c(NCCN4CCOCC4)ncnc32)cc1	/	/	-4	0.66	-1	1	/	-6	/
CCC(C)OC(=O)C1=C(C)NC(=O)NC1c1ccc(F)cc1 (stereo not drawn)	101	6	10	-1.6	-14	15	108	-23	108
Cc1ccc(NC(=O)CN(Cc2ccccc2)S(C)(=O)=O)cc1C	100	4	-14	1.4	-2	-12	87	9	104
COC(=O)N1CC(=O)N(OC)C1c1ccc(Cl)cc1Cl (stereo not drawn)	99	3	-56	0.59	-59	30	/	17	84
CC(NC(=O)CN(C1CCCCC1)S(C)(=O)=O)c1ccccc1 (stereo not drawn)	97	8	-18	0.17	8	6	98	-42	101
CCN(C1CCCCC1)S(=O)(=O)c1ccc(S(=O)(=O)N2CCN(CCC#N)CC2)cc1	96	14[fluorescence artefact?]	-63	/	-3	7	86	-9	78
COCCNC(=S)c1ccc(OC)cc1	97	10	-29	-0.05	25	10	99	-26	99
COc1cc(/C=C(\C#N)C(=O)Nc2ccc(SC(F)F)cc2)cc(OC)c1OC	/	/	2	0.42	7	-2	/	3	/
O=C(c1csc2c1CCCC2)N1CCN(c2ccc(F)cc2)CC1	95	-5	24	1.1	0	3	91	-7	97

Carrying on.
Molecule	HUVEC prolif 384	Smad3 FoxH1 inh	IL1B cytotox	PTK2B oligo ant	cytoskel mod	VCAM1 TNFa inh	H69AR inhibit	TNFa cytotox	Lung fibro prol
COC(=O)c1cccc(OCC(O)Cn2ccnc2)c1 (stereo not drawn)	94	1	/	-0.24	/	/	94	/	98
Cc1cccc2sc(NC(=O)CSc3nc4ccccc4o3)nc12	83	7	27	0.27	-20	11	48	15	102
CCOc1ccc(-c2nnc(-c3ccc(OC)cc3)o2)cc1	117	-10	-2	-0.94	14	5	101	-12	114
Cc1cc(C)cc(OCC(=O)N2N=C(C(F)(F)F)CC2(O)C(C)(C)C)c1 (stereo not drawn)	91	6	-12	0.53	-10	0	34*	-15	98
CCCN(CCC)c1nc(NC2CCN(C(=O)OCC)CC2)nc(OC)n1	102	9	-2	-1.8	-1	7	56	-24	101
COc1ccc(C(c2sc3nc(C)nn3c2O)N2CCC3(CC2)OCCO3)cc1 (stereo not drawn)	103	-11	2	-0.12	-57	13	95	-1	109
CC(=O)c1cccc(S(=O)(=O)NCC(c2ccco2)N2CCCCC2)c1 (stereo not drawn)	102	-7	-4	-0.57	-14	5	101	6	102
CC1CCCC(C)N1C(=O)COC(=O)c1ccc[nH]c1=O (stereo not drawn)	95	-9	-1	0	11	8	95	0	97
COc1ccccc1NC1=NC(C)(C)N=C(N)N1	91	-6	8	0.99	3	14	89	-8	100
COc1ccc(OC(C)C(=O)NCc2cccnc2)cc1 (stereo not drawn)	93	6[fluorescence artefact?]	93*	-0.1	-19	12	104	-4	102

One compound at a time, from the list above. Values in the order: HUVEC prolif 384, Smad3 FoxH1 inh, IL1B cytotox, PTK2B oligo ant, cytoskel mod, VCAM1 TNFa inh, H69AR inhibit, TNFa cytotox, Lung fibro prol
Shown for COC(=O)c1cccc(OCC(O)Cn2ccnc2)c1 (stereo not drawn) : 94, 1, /, -0.24, /, /, 94, /, 98
Shown for CCCN(CCC)c1nc(NC2CCN(C(=O)OCC)CC2)nc(OC)n1 : 102, 9, -2, -1.8, -1, 7, 56, -24, 101

(continued)
Molecule	HUVEC prolif 384	Smad3 FoxH1 inh	IL1B cytotox	PTK2B oligo ant	cytoskel mod	VCAM1 TNFa inh	H69AR inhibit	TNFa cytotox	Lung fibro prol
COc1ccc(NC(=O)COc2ccccc2)c(OC)c1	91	-3	-5	-0.33	-7	-12	101	-3	93
Cc1ccc(C(=O)N2CCN(c3ccc(NC(=O)c4ccc(Br)o4)cc3)CC2)cc1	81	6	11	-0.73	-16	-4	97	6	107
COc1ccc(OC)c(/C(O)=C/C(=O)C(=O)Nc2cc(C)ccc2OC)c1	93	2	-10	-0.02	/	18	63	-2	93
O=c1c2cnn(-c3ccccc3)c2nnn1Cc1ccccn1	108	8	-9	0.07	-7	2	87	-25	96
O=C(COC(=O)CNC(=O)C12CC3CC(CC(C3)C1)C2)Nc1ccccc1	/	/	-12	-0.17	6	14	/	2	/
Cn1c2c(c(=O)n(C)c1=O)CN(CCCN1CCOCC1)CN2	86	3	24	0.49	-7	5	90	5	92
O=C1C(Cl)=C(NCC2CCCO2)C(=O)N1CCc1ccccc1 (stereo not drawn)	91	-18	-117	2.3	9	22	88	-5	110
c1cncc(-c2nnc3n2N=C(c2cccs2)CS3)c1	98	4	-2	-0.46	-27	4	79	-13	92
CCn1cc(CNC(=O)/C=C/c2ccc([N+](=O)[O-])cc2)c(C)n1	/	/	-23	0.62	34	16	/	-21	/
CCC(=O)N1c2ccc(S(=O)(=O)CCC(=O)NCCC3=CCCCC3)cc2CC1C (stereo not drawn)	96	-16	0	1.5	-7	-20	89	-14	95
CN1C(=O)CC(n2c(CO)nc3ccccc32)C1=O (stereo not drawn)	98	4	-1	-0.07	-20	23	103	-7	101

Source: PubChem BioAssay
